Assay outcomes deposited in PubChem BioAssay by National Center for Advancing Translational Sciences (NCATS).
Mm-Cpn inhibitor – inhibitors of Methanococcus maripaludis chaperonin (MmCpn) | hit rate 0.031% among 330,000 | AID 504842 | Potency, µM (titrated, usually from 76.9 µM), without a hit: top-dose activity, negative = inhibition, most hits filed as inhibitors | purified Mm-Cpn ATPase, ADP Transcreener TR-FRET; further: potency means the concentration at half of the fitted maximal effect; on the % scale 0 is the no-effect control and ±100 the full control effect; nearly all actives have a fitted effect of over 80% in size
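Reaction buffer contained 30 mM Tris pH 7.4, 100 mM KCl, 5 mM MgCl2 and 1 mM DTT. Mm-CPN (25 nM final) hydrolysed 10 uM ATP over 30 min at 37°C; ADP was read by HTRF.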
Nrf2 ARE act – Nrf2 pathway activation; Potency, µM (doses to about 46.1 µM), for inactives: top-dose activation, usual class: activators; AREc32 ARE-luciferase reporter (MCF7-derived line), luminescence, 24 h; hit rate 0.31% among 410,000; further: potency means the concentration at half of the fitted maximal effect; % of control where 0% means no effect; nearly all actives have a fitted effect of over 65% in size
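AREc32 cells carrying an ARE-driven firefly luciferase, 1000 cells/well in OPTI-MEM with 5% FBS, dosed after overnight attachment and incubated 24 hr at 37 deg C. Steady-Glo luminescence read after 30 min at RT.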
Nrf2 inh – inhibitors of Nrf2 signaling; A549 ARE-Fluc reporter, luciferase luminescence, 18-24 h; Potency, µM (top dose mostly 46 µM), without a hit: top-dose activity change, negative = inhibition, most hits filed as inhibitors; hit rate 2.1% among 360,000; further: potency means the concentration at half of the fitted maximal effect; on the % scale 0 is the no-effect control and ±100 the full control effect; nearly all actives have a fitted effect of over 60% in size
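Cells were seeded and rested 2 h, then exposed to compounds for 18-24 h. CellTiter-Fluor was read first as a viability measure. BugLite was added 15 min before the final luminescent read of ARE-luciferase activity in A549 cells.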
CCT modulator – modulators of cytosolic chaperonin (CCT/TRiC) activity. purified chaperonin ATPase assay, HTRF ADP detection, 30 min. activity change, % (no concentration beside the values), hits read low. hit rate 0.3% among 360,000. AID 651819; in the data active means activity change below about -30%; further: on the % scale 0 is the no-effect control and ±100 the full control effect
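TRiC at 40 or 20 nM final (batch-dependent) in 30 mM Tris pH 7.4, 100 mM KCl, 5 mM MgCl2, 1 mM DTT, with compound at single 76 uM and 10 uM ATP, 30 min at 37 deg C. ADP detected by HTRF Transcreener, 665/615 ratio.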
EPAC2 ag – EPAC2 (human) agonism; AID 720711; EPAC2 activation, biochemical qHTS; response scale: 100% = 6.5 mM cAMP response; Potency, µM (doses to about 154 µM), for inactives: top-dose activation, hits mostly activators; Q8WZA2; hit rate 0.079% among 360,000; further: potency means the concentration at half of the fitted maximal effect; nearly all actives have a fitted effect of over 50% in size
Target sequence (Q8WZA2 whole entry, looked up): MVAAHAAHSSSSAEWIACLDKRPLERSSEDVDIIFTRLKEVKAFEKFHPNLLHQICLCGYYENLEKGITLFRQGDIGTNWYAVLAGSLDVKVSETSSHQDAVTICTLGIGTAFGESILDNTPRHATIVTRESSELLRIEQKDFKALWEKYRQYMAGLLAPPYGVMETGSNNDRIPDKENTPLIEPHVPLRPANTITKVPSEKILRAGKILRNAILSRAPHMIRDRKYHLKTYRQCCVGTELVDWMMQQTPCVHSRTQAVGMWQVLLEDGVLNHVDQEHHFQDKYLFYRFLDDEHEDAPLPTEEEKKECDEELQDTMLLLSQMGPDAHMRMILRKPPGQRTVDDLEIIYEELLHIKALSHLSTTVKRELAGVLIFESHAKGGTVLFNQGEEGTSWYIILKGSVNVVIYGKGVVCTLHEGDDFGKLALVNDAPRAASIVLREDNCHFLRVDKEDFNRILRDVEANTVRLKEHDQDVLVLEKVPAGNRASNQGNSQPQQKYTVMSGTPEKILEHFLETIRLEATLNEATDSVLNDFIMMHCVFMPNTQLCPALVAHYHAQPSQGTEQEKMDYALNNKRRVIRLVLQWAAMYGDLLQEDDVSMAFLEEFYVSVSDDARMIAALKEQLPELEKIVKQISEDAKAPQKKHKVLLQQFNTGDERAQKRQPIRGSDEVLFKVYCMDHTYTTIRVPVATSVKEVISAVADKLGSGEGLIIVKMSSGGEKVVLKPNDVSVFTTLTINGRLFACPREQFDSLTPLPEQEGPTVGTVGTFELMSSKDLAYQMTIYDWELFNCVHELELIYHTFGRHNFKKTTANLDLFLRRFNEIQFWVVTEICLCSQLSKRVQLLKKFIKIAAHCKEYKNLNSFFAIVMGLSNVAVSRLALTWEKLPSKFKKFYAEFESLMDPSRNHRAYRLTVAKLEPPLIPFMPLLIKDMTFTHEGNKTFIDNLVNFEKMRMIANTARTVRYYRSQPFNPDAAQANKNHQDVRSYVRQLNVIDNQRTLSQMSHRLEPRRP
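Fluorescence exchange assay: 100 nM EPAC2 with 250 nM RAP1B-BODIPY-GDP and 50 uM GDP; compounds tested as a concentration-titration series (qHTS). Loss of Rap1-bound BODIPY-GDP fluorescence read at 480/540 nm; data normalized to 6.5 mM cAMP.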
TGFb SMAD3 inh – blocks TGF-b signaling | HepG2 CAGA-GFP TGF-b/SMAD3 reporter, GFP fluorescence, 18 h; TGF-beta stimulated, 500 pg/mL final | Potency, µM (titrated, usually from 46.1 µM), for inactives: top-dose activity, negative = inhibition, hits mostly inhibitors | hit rate 1.2% among 410,000 | AID 588855; further: potency means the concentration at half of the fitted maximal effect; on the % scale 0 is the no-effect control and ±100 the full control effect; nearly all actives have a fitted effect of over 65% in size
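HEPG2 CAGA-GFP cells (1000/well, DMEM with 1% FBS) were pre-incubated 2 h at 37 degrees C, given compound by pin tool, then stimulated with TGF-beta at 500 pg/mL final for 18 h before per-cell GFP fluorescence imaging.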
Akt phos inh – blocks phosphorylation of Akt; activity change, % for hits at 50 µM; Neuro2A IGF-stimulated pAkt S473 HTRF, 20 min; hits give low values; hit rate 0.32% among 360,000; in the data active means activity change below about -80%; inconclusive means mostly about -51% to -80%; further: on the % scale 0 is the no-effect control and ±100 the full control effect
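Single-point screen (50 µM final compound) in Neuro2A cells stimulated 20 min with 6 nM IGF at 37 deg C. After lysis, Ser473-phosphorylated Akt read by HTRF (ex 330 nm, em 615/665 nm) as the 665/615 ratio.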
A549 tox – counter-screen for Nrf2 inhibitors: cytotoxicity in A549 cells | A549 ARE-Fluc cells, CellTiter-Fluor viability, 18-24 h | Potency, µM (highest dose often 46 µM), for the others: top-dose activity change, negative = cytotoxicity, hits mostly inhibitors | hit rate 0.16% among 390,000; further: potency means the concentration at half of the fitted maximal effect; on the % scale 0 is the no-effect control and ±100 the full control effect
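A549 ARE-Fluc cells in 5% FBS OPTI-MEM, 5000 cells/well, rested 2 h then exposed to compounds in concentration-response for 18-24 h at 37 °C. Viability by CellTiter-Fluor fluorescence (Ex 405/Em 525) after 30 min; luciferase luminescence (BugLite, 15 min, RT) read afterwards.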
EPAC2 antag – EPAC2 (human) antagonism | Q8WZA2 | hit rate 0.18% among 360,000 | EPAC2 GEF exchange of Rap1B-BODIPY-GDP, fluorescence | Potency, µM (doses to about 114 µM), for inactives: top-dose activity, negative = inhibition, usual class: inhibitors; further: potency means the concentration at half of the fitted maximal effect; on the % scale 0 is the no-effect control and ±100 the full control effect; nearly all actives have a fitted effect of over 45% in size; many of its hits are not listed in these tables
The depositor's hits bear a star; i = inactive; ? = inconclusive; nt = not tested or not shown; & = joins results of further samples; [ ] = remark or other dose. Unless noted, the call rests on the fitted dose curve; in most records, active means well fitted curve in the direction sought with a large enough effect; inconclusive means small, poorly fitted or top-dose-only effect, or another doubt; inactive means no such curve, though single readings can be large; an effect the other way counts as inactive or inconclusive.

structure,Mm-Cpn inhibitor,Nrf2 ARE act,Nrf2 inh,CCT modulator,EPAC2 ag,TGFb SMAD3 inh,Akt phos inh,A549 tox,EPAC2 antag
COc1cccc(CN(Cc2ccccc2F)S(=O)(=O)c2ccc(S(=O)(=O)NCc3ccccc3)cc2)c1,-1%,0.0%,-7%,1.2,4%,12%,i,-3%,12%
Cc1ccsc1CN(C)CC(=O)Nc1cccc(S(=O)(=O)N(C)c2ccccc2)c1,0%,0.0%,-15%,-0.9,4%,-14%,i,-1%,-6%
COC(=O)Nc1ccc(OCC(=O)N2CCOCC2)cc1,1%,-0.8%,18%,0.5,3%,0%,i,-4%,12%
CCS(=O)(=O)N1Cc2ccccc2CC1C(=O)Nc1ccccc1OC (stereo not given),-2%,0.3%,12%,-1.5,0%,11%,i,-1%,3%
CCOC(=O)c1nc2c(=O)n(C)c(=O)n(C)c2n(C)c1=O,nt,0.1%,3%,-2.7,11%,10%,i,-2%,-2%
O=C(N/N=C\c1ccc(O)c([N+](=O)[O-])c1)C1COc2ccccc2O1 (stereo not given),1%,6.6%,-1%,-2.3,3%,-5%,i,0%,3%
CCOC(=O)c1sc(C)c(C(N)=O)c1NC1=NCCCCC1,0%,-0.6%,-20%,0.4,-4%,20%,i,0%,-3%
Cc1ccc(C2/C(=C(/O)c3ccc(Cl)cc3)C(=O)C(=O)N2CC2CCCO2)o1 (stereo not given),0%,-0.2%,12%,-0.9,-16%,-2%,i,-13%,8%
Cc1ccc(CNS(=O)(=O)c2ccc(CN3C(=O)c4cccnc4C3=O)cc2)o1,-2%,0.0%,1%,-2.1,6%,0%,i,1%,3%
O=C(COC(=O)Cc1ccc(S(=O)(=O)N2CCOCC2)s1)NCc1ccccc1,0%,-0.9%,7%,1.3,9%,18%,i,1%,-6%
CC(C)(C)NC(=O)NC(=O)COC(=O)C1CC(=O)N(Cc2ccccc2)C1 (stereo not given),-2%,0.2%,6%,-2.0,3%,1%,i,-11%,-4%
CCc1ccc(N2CC(C(=O)N(CC)CC(=O)Nc3c(F)cccc3F)CC2=O)cc1 (stereo not given),nt,-1.3%,nt,-2.7,11%,-2%,i,nt,-8%
CCOc1ccc(S(=O)(=O)Nc2cc(F)ccc2F)c2cccnc12,0%,0.0%,?,-1.4,4%,-25%,i,4%,-8%
COc1ccc(CC(=O)NC(=S)Nc2ccc(S(=O)(=O)NC(C)(C)C)cc2)cc1,-3%,-0.3%,nt,-1.0,12%,?,i,1%,-5%
Cc1ccc(C(=O)NCC(=O)OCC(=O)Nc2ccccc2C#N)s1,2%,-1.0%,?,-0.7,5%,-1%,i,1%,1%

Further compounds:
structure,Mm-Cpn inhibitor,Nrf2 ARE act,Nrf2 inh,CCT modulator,EPAC2 ag,TGFb SMAD3 inh,Akt phos inh,A549 tox,EPAC2 antag
CCCCN1CC(=O)N2[C@H]3c4ccccc4OC[C@@H]3[C@H](c3ccccc3)[C@]2(C)C1=O,0%,-1.1%,-10%,-2.2,6%,9%,i,-2%,-16%
CC1(C)CC(=NNC(=O)c2n[nH]c3c2CCC3)CC(C)(C)N1,0%,-0.1%,8%,-0.8,4%,1%,i,5%,-27%
Cc1c(C(=O)NCC(C)C)sc2nc(-c3ccc(F)cc3)cn12,1%,-0.2%,4%,0.1,4%,-5%,i,1%,17%
Cc1noc(C)c1C(=O)Nc1ccccn1,-1%,0.0%,0%,-0.7,-7%,?,i,-8%,17%
CCCN(Cc1cc2ccccc2[nH]c1=O)C(=O)c1cccc([N+](=O)[O-])c1,2%,0.3%,-16%,0.0,7%,6%,i,1%,5%
Cc1ccccc1NC(=O)Cn1nnc(C(=O)NCc2cccs2)c1N,nt,-0.8%,3%,nt,nt,5%,nt,-2%,nt
O=C(Nc1ccc(Cl)cc1)c1csc([C@@H]2O[C@H](CO)[C@H](O)[C@H](O)[C@H]2O)n1,nt,-0.4%,nt,0.9,-6%,-23%,i,nt,6%
CC(OC(=O)CCNS(=O)(=O)c1ccccc1)C(=O)Nc1ccc(S(=O)(=O)N2CCCCC2)cc1 (stereo not given),nt,0.3%,-21%,-0.9,-1%,?,i,1%,-7%
O=c1oc2ccccc2cc1-c1cn2cc(Cc3ccc(Cl)cc3)sc2n1,nt,-0.9%,11%,nt,nt,3%,nt,-11%,nt
COc1ccccc1-c1cc(-c2cc(Cl)ccc2O)n[nH]1,-6%,15%,-4%,-1.9,10%,7%,i,nt,-1%
COc1ccc(C(C)=O)cc1COC(=O)CCNS(=O)(=O)c1ccc(C(C)=O)cc1,1%,0.4%,-4%,2.3,13%,-1%,i,-4%,-12%
CCCN1C2CCCC1CC(NC(=O)c1ccccc1OC)C2 (stereo not given),2%,1.8%,3%,1.6,0%,-16%,i,11%,-3%
Cc1cccc(Nc2nnc(SC/C(O)=C(\C#N)c3nc4ccccc4[nH]3)s2)c1C,-1%,12%,0%,-0.9,13%,?,i,-2%,5%
CCCCCCOC(=O)C(C#N)c1nc2ccccc2nc1N1CCN(CC)CC1 (stereo not given),-1%,0.1%,-8%,-1.1,-7%,0%,i,?,-14%
C[C@]12C(=O)N(c3ccc(Cl)cc3)C(=O)N1[C@@H]1c3ccccc3OC[C@@H]1[C@H]2c1ccccc1,nt,-0.5%,14%,1.6,10%,-2%,i,4%,5%

Following part.
structure,Mm-Cpn inhibitor,Nrf2 ARE act,Nrf2 inh,CCT modulator,EPAC2 ag,TGFb SMAD3 inh,Akt phos inh,A549 tox,EPAC2 antag
CCc1ccc2c(c1)NC(=O)C2(C)Cc1ccc(F)cc1 (stereo not given),nt,-1.0%,nt,1.0,-4%,?,i,nt,45µM*
O=C(N[C@@H]1C/C=C\C[C@@H](CC(=O)N(CCO)Cc2ccccc2)C(=O)NCCOC1=O)OCC1c2ccccc2-c2ccccc21,3%,-1.3%,1%,-0.9,9%,-1%,i,-4%,-15%
COc1ccccc1CNC(=O)C(=O)c1cn(CC(=O)N2CCOCC2)c2ccccc12,0%,-0.6%,8%,-0.2,-7%,1%,i,0%,5%
C(=Cc1c[nH]c2ccccc12)c1nccc2ccccc12,nt,?,?,-0.1,19%,28%,i,?,10%
O=C(C1CC=CCC1)N1CCN(S(=O)(=O)c2ccc(F)cc2)CC1 (stereo not given),0%,-0.1%,-1%,0.1,9%,1%,i,-6%,-5%
CCOc1ccc(CCNC(=O)c2[nH]c(C)c(C(C)=O)c2C)cc1OCC,-3%,0.6%,-3%,0.4,6%,-2%,i,-2%,-9%
CCCCn1c(O)c(N=NC(=O)c2ccncc2)c2cc(Br)ccc21,1%,3.1%,?,1.1,1%,0%,i,-12%,-4%
COc1ccc(NS(=O)(=O)c2cn(C)cn2)cc1Cl,0%,-0.8%,23%,1.2,-1%,10%,i,0%,5%
CCCCc1[nH]c(=O)c(C#N)c2c1CCCC2,-2%,2.0%,-5%,1.4,2%,-9%,i,-5%,16%
O=C(COC(=O)COc1ccc(Br)cc1)NC1CCS(=O)(=O)C1 (stereo not given),nt,-0.2%,nt,-1.8,0%,-8%,i,nt,5%
Cc1ccc(C(=O)C(C)OC(=O)c2cc3cc([N+](=O)[O-])ccc3oc2=O)cc1 (stereo not given),-2%,17%,-1%,1.0,0%,?,i,-17%,5%
CCC(C)NC(=O)C1c2ccccc2C(=O)N1Cc1ccccc1 (stereo not given),3%,-0.4%,0%,-2.0,7%,0%,i,0%,-1%
Cc1ccccc1C(=O)N1CCc2ccccc2C1,0%,0.2%,?,-0.7,4%,33%[activator],i,0%,6%
COc1cccc(CNC(=O)c2n[nH]c3ccccc23)c1,0%,0.3%,-2%,-1.6,7%,1%,i,-1%,-1%
Cc1ccsc1C(=O)N1CCCC(CCC(=O)NCc2ccc(F)c(F)c2)C1 (stereo not given),-2%,-0.2%,-13%,0.6,13%,0%,i,-4%,-4%

Continuation.
structure,Mm-Cpn inhibitor,Nrf2 ARE act,Nrf2 inh,CCT modulator,EPAC2 ag,TGFb SMAD3 inh,Akt phos inh,A549 tox,EPAC2 antag
COc1ccc(-n2cnc3cc(C(=O)NC4CCCC4)ccc32)cc1,-3%,0.3%&5.5%,10%,1.4,5%,-5%&1%,i,-2%&1%,3%
Cc1cc(C)n(C(=O)CNC(=O)Cc2ccccc2)n1,-1%,-0.8%,14%,0.5,4%,0%,i,-4%,5%
O=c1c2c3c(sc2nc2n1CCCCC2)CCCC3,-1%,-0.6%,?,-4.6,0%,-3%,i,-10%,-3%
O=C1C(Cc2cccc([N+](=O)[O-])c2)S/C(=N/N=C/c2ccco2)N1c1ccccc1 (stereo not given),-2%,0.7%[9.22 µM],13%,-3.4,0%,13%,i,-1%,9%
O=C(CN1C(=O)c2ccccc2S1(=O)=O)N1CCOCC1,-1%,0.9%,?,-1.4,7%,-26%,i,-7%,11%
CC(C)C[C@@H](CO)N1CCN(CCCc2ccccc2)CCC1=O,0%,0.6%,1%,-2.5,2%,?,i,-1%,10%
Cc1ccc(/C=C/c2nc3ccccc3s2)s1,0%,?,?,0.7,11%,-4%,i,9%,3%
CC(=O)n1nc(-c2ccc(Cl)cc2)nc1NCc1ccco1,0%,0.4%,nt,-2.2,1%,-14%,nt,-1%,-1%
Cc1ccc(S(=O)(=O)NCC(C)NS(C)(=O)=O)cc1 (stereo not given),0%,-0.5%,11%,-1.9,-13%,-4%,i,-5%,8%[57.1 µM]
CCc1nnc(NS(=O)(=O)c2ccc(NC(=S)NC(=O)/C=C/c3ccccc3)cc2)s1,-2%,4.0%,-7%,-5.6,8%,?,i,1%,-7%
COC(=O)c1cccc(-c2ccc(C(c3c(C)[nH][nH]c3=O)c3c(C)[nH][nH]c3=O)o2)c1,-4%,?,-8%,-2.1,30%,?,i,-1%,-8%

A portion of the library; the hit share may differ from the screen's.
